# TAG inh = reduces triacylglycerol accumulation in H9c2 cells | Nile Red lipid (TAG) fluorescence; cells loaded with 200 µM oleic acid | inhibition, % at 12.5 µM | actives 0.66% (n = 230,000) | AID 651582;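 active = pattern-corrected inhibition of lipid staining of at least 50% with the nuclear-stain viability signal not falling by more than 50%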;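 note: 0% = DMSO wells and 100% = triacsin C control wells; some results filed as inactive read as strong as hits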
# TAG inh DAPI viability = further read-out of TAG inh, marked with its call; DAPI nuclei signal change (viability), lower = more cytotoxic, %;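 whole-well DAPI fluorescence read on a plate reader as a viability signal; minus 50 percent equals half of cells still viable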
# An asterisk follows results filed as active.
1) Cc1c(Br)c(O)c(Br)c2sc(=O)oc12
2) CC(C)(CN1CCCCC1)NS(=O)(=O)c1ccc(Cl)cc1
3) FC(F)(F)c1ccc(/C=N/NC(=S)NC2CCCCC2)cc1
4) Cc1c(C(=O)C(=O)NCc2ccco2)c2ccccc2n1C
5) COC(=O)C1CC2=C(CCCC2=O)N(Cc2ccccc2)C1=O (stereo not given)
6) Cc1ccc(OCC(=O)N/N=C/c2cccnc2)cc1
7) CSc1ccccc1C(=O)N1CCN(c2ncccn2)CC1
8) CCCC1NC(=O)c2cc3ccccc3cc2-n2c1nc1cc(Cl)ccc1c2=O (stereo not given)

Assay by compound	1	2	3	4	5	6	7	8
TAG inh	13.1	10.0	8.0	-10.1	-16.1	-6.8	-12.8	-7.0
TAG inh DAPI viability	-9.1	-2.0	10.0	18.4	15.3	4.1	3.2	-2.2

# Some values from above:
# In TAG inh, no. 8 shows -7.0
# In TAG inh, no. 5 shows -16.1

# (further entries)
9) CN(CC1CCCN(CCc2ccccc2F)C1)C(=O)c1cc2ccccc2o1 (stereo not given)
10) CCC(C)NC(=O)CSc1ccc(Cl)cc1 (stereo not given)
11) O=C(CC(=O)c1cccs1)c1ccncc1
12) Cc1ccc2cc(C#N)c(NCCNC(=O)C3CCC3)nc2c1C
13) Cc1c(C#N)c2ccccc2n1CC(=O)N1CCc2ccccc2C1
14) C[C@@]12C(=O)N(Cc3ccco3)CC(=O)N1[C@H]1c3ccccc3OC[C@@H]1[C@@H]2c1ccccc1
15) CCOC(=O)N1CCC(N2C(=O)c3ccccc3C2Nc2ccc(S(=O)(=O)N(CC)CC)cc2)CC1 (stereo not given)
16) O=C(O)c1cc(-c2ccccc2)n(-c2ccccc2)n1

Assay by compound	9	10	11	12	13	14	15	16
TAG inh	-10.2	-3.0	16.1	-8.0	-2.4	-19.2	19.3	7.8
TAG inh DAPI viability	6.3	8.9	-5.4	12.1	5.0	-0.4	-4.9	6.9

# Some of the entries above in a different format.
# Every second line gives: TAG inh	TAG inh DAPI viability
(2) CC(C)(CN1CCCCC1)NS(=O)(=O)c1ccc(Cl)cc1
  10.0	-2.0
(3) FC(F)(F)c1ccc(/C=N/NC(=S)NC2CCCCC2)cc1
  8.0	10.0
(4) Cc1c(C(=O)C(=O)NCc2ccco2)c2ccccc2n1C
  -10.1	18.4
(5) COC(=O)C1CC2=C(CCCC2=O)N(Cc2ccccc2)C1=O (stereo not given)
  -16.1	15.3
(6) Cc1ccc(OCC(=O)N/N=C/c2cccnc2)cc1
  -6.8	4.1
(7) CSc1ccccc1C(=O)N1CCN(c2ncccn2)CC1
  -12.8	3.2
(8) CCCC1NC(=O)c2cc3ccccc3cc2-n2c1nc1cc(Cl)ccc1c2=O (stereo not given)
  -7.0	-2.2
(9) CN(CC1CCCN(CCc2ccccc2F)C1)C(=O)c1cc2ccccc2o1 (stereo not given)
  -10.2	6.3
(10) CCC(C)NC(=O)CSc1ccc(Cl)cc1 (stereo not given)
  -3.0	8.9
(11) O=C(CC(=O)c1cccs1)c1ccncc1
  16.1	-5.4
(12) Cc1ccc2cc(C#N)c(NCCNC(=O)C3CCC3)nc2c1C
  -8.0	12.1
(13) Cc1c(C#N)c2ccccc2n1CC(=O)N1CCc2ccccc2C1
  -2.4	5.0
(14) C[C@@]12C(=O)N(Cc3ccco3)CC(=O)N1[C@H]1c3ccccc3OC[C@@H]1[C@@H]2c1ccccc1
  -19.2	-0.4
(15) CCOC(=O)N1CCC(N2C(=O)c3ccccc3C2Nc2ccc(S(=O)(=O)N(CC)CC)cc2)CC1 (stereo not given)
  19.3	-4.9
(16) O=C(O)c1cc(-c2ccccc2)n(-c2ccccc2)n1
  7.8	6.9

# Next part
17) O=C1CCC(c2ccccc2)N1c1ccccc1 (stereo not given)
18) Cc1cc(C(=O)Nc2ccon2)ccc1[N+](=O)[O-]
19) Cc1ccc2c(c1)[nH]c1c(=O)n(Cc3ccco3)cnc12
20) ON/C=N/C(=S)Nc1ncc(C(F)(F)F)cc1Cl
21) O=S(=O)(Nc1ccc(Cl)cn1)c1ccc(F)cc1
22) Cc1ccccc1Cn1c(C(=O)OC(C)C)cc2c1ccn2C
23) CCOC(=O)Cn1c(=NC(=O)CSC(C)=O)sc2ccccc21
24) COC(=O)Nc1ccc(S(=O)(=O)N2CCCc3cccc(O)c32)cc1

Assay by compound	17	18	19	20	21	22	23	24
TAG inh	1.6	3.0	-19.3	-9.1	-5.2	34.7	-4.0	6.7
TAG inh DAPI viability	13.5	1.3	12.0	3.0	2.4	-19.4	-2.6	-11.5

25) Cc1cccc(Cl)c1OCCCn1ccnc1
26) CCCc1nnc(SCC(=O)N2C(C)CCCC2C)n1CC1CCCO1 (stereo not given)
27) Nn1c(N2CCCCC2)nc2ccccc21
28) O=C(Nc1cccnc1)c1ccc(-c2cc(Cl)ccc2Cl)o1
29) C=CCN1C(=O)c2ccc(C(=O)N(C)CC(=O)Nc3ccccc3C(F)(F)F)cc2C1=O
30) O=C(CN(C(=O)CNS(=O)(=O)c1ccccc1)c1ccc2c(c1)OCCO2)NC1CCCCC1
31) O=C(NC(=S)NCc1ccccc1)c1ccccc1[N+](=O)[O-]
32) COc1ccc2c(c1OC)C(=O)OC2Nc1ccccn1 (stereo not given)

Assay by compound	25	26	27	28	29	30	31	32
TAG inh	-4.8	10.9	10.0	-1.0	5.5	-0.1	6.6	7.9
TAG inh DAPI viability	3.8	2.6	-13.3	-5.0	14.0	-4.8	3.0	-5.1

33) CN(C)C(N)=NCCC[C@H](N)C(=O)O
34) O=C(Nc1ccccc1Cl)N1CCN(c2ccc3nncn3n2)CC1
35) Cc1cc(C)nc(Sc2ncnc3sc4c(c23)CCC4)n1
36) COCCCNc1ccn2nc(-c3ccc(OCCN4CCOCC4)cc3)cc2n1
37) O=C(NCc1cccc(C(F)(F)F)c1)C1CC2Cn3c(nc4ccccc43)C2N1Cc1ccccc1 (stereo not given)
38) COC(C(=O)Nc1ccc(C(N)=O)cc1)c1ccccc1 (stereo not given)
39) Cc1nc2ccc(NC(=S)NCCCO)cc2nc1C
40) O=C(NCCc1ccccc1)C1Cc2c(-c3ccccc3)ccnc2O1 (stereo not given)

Assay by compound	33	34	35	36	37	38	39	40
TAG inh	-3.8	-0.8	-6.7	11.7	8.5	-4.8	3.8	4.7
TAG inh DAPI viability	-0.9	-4.0	-4.2	12.7	-4.8	5.2	0.4	-3.4

41) COc1ccc(C(=O)CSc2nnc3n2CCCN3C(=O)Nc2ccccc2)cc1
42) O=c1[nH]c2ccccc2[nH]c1=O
43) C#CCCOC(=O)N1C2=NC(C(=O)OC)=C(C(=O)OC)[C@@H]3N(CC=C)c4ccccc4[C@]23C[C@H]1C(=O)OC
44) CN1CCN(C(=O)CCn2c(=S)[nH]c3ccccc3c2=O)CC1
45) Cn1c(=NC(=O)c2ccco2)sc2ccccc21
46) Cc1nc2ccc(S(=O)(=O)NCC(=O)N3CCc4ccccc43)cc2s1
47) N#Cc1c2n(c(=O)[nH]c1=O)CCCCC2
48) CCOC(=O)c1sc(NC(=O)CCc2ccccc2)nc1C

Assay by compound	41	42	43	44	45	46	47	48
TAG inh	6.8	0.9	-41.4	0.5	-6.4	-8.9	7.2	-10.3
TAG inh DAPI viability	0.8	1.7	-2.7	6.3	20.2	-4.7	5.7	-19.3

49) Cc1nnc(NC(=O)CCN2C(=O)/C(=C\c3ccccc3)SC2=S)s1
50) NNC(=O)c1nc[nH]c1C(=O)Nc1ccccc1[N+](=O)[O-]
51) CC(OC(=O)c1ccc(Cl)c([N+](=O)[O-])c1)C(=O)N1CCN(Cc2ccccc2)CC1 (stereo not given)
52) COc1ccccc1NC(=O)C(C)OC(=O)CN1C(=O)C2CC=CCC2C1=O (stereo not given)
53) O=C(COc1ccc(F)cc1)NCC1(N2CCCCC2)CCCCC1
54) Cc1ccc(Cl)cc1N(CC(=O)NC(C)c1ccccc1)S(C)(=O)=O (stereo not given)
55) C#CCOCCOCCOCCNc1nc(N2CCN(C(=O)CCCCCCCCCCNC(=O)[C@@H](CCSC)n3cc(CCO)nn3)CC2)nc(N2CCN(C(=O)CCCCCCCCCCNC(=O)[C@@H]([C@H](C)O)n3cc(C)nn3)CC2)n1
56) COCCNC(=O)c1cn(C)c2ccccc2c1=O

Assay by compound	49	50	51	52	53	54	55	56
TAG inh	-1.9	-7.1	27.9	14.3	2.1	-6.8	-30.6	-0.3
TAG inh DAPI viability	-3.5	4.3	2.4	-1.4	-10.6	0.8	-1.9	8.3

57) O=C(C(=O)N1CCN(c2cccc(Cl)c2)CC1)c1c[nH]c2ccccc12
58) COc1ccccc1C(=O)NC(=O)COC(=O)c1cc[n+]([O-])cc1
59) Cc1ccccc1-c1nc(CN2CCC(C(=O)O)CC2)c(C)o1
60) CC1(C2CC2)NC(=O)N(CC(=O)Nc2ccc(C(F)(F)F)cc2)C1=O (stereo not given)
61) CC(C)(C)[C@H]1C=C(C(=O)NC2CC2)O[C@@H](OCCCCO)C1
62) CCN(CC)CCNc1ccc(C)c2sc3ccc(O)cc3c(=O)c12
63) Cc1ccc(C)c(N(CC(=O)N2CCCC2)S(C)(=O)=O)c1
64) Nc1ccc(Br)cc1-c1nc2ccccc2[nH]c1=O

Assay by compound	57	58	59	60	61	62	63	64
TAG inh	-17.0	1.3	1.3	-0.3	-15.0	59.3*	-0.1	-21.1
TAG inh DAPI viability	13.9	9.8	9.4	4.6	3.9	-43.3*	-5.9	-7.4

65) COc1cc2nc(CN(C)Cc3ccc(OC)c(OC)c3OC)[nH]c(=O)c2cc1OC
66) O=C(Nc1ccc(F)cc1)C1CCCN1S(=O)(=O)c1ccc(Br)cc1 (stereo not given)
67) CCN(CC(=O)NCc1ccc(F)cc1)S(=O)(=O)c1ccc(Cl)s1
68) CNC(=S)N(CCc1ccc(OC)c(OC)c1)C1CC(=O)N(c2ccccc2)C1=O (stereo not given)
69) O=C1CCCc2c1cc(C(=O)NC1CCSC1=O)c(=O)n2-c1ccccc1 (stereo not given)
70) O=C(CN1C(=O)NC2(CCCC2)C1=O)Nc1nc2ccc(F)cc2s1
71) COc1cc2c(cc1C1C(C#N)=C(N)OC3=C1C(=O)CC(C)(C)C3)OCO2 (stereo not given)
72) COc1ccc(F)cc1C(=O)C1CCCN(Cc2ccc3c(c2)OCCO3)C1 (stereo not given)

Assay by compound	65	66	67	68	69	70	71	72
TAG inh	-16.9	-9.8	-3.8	4.8	-0.8	1.9	11.6	-5.1
TAG inh DAPI viability	5.9	0.0	2.4	-7.4	2.9	8.6	-11.1	16.1

73) CCOc1ccccc1CN1CCN(Cc2csc(C(C)=O)c2)CC1CCO (stereo not given)
74) Cc1ccccc1OCC(=O)N1CCc2ccccc2C1
75) C#CCN1[C@@H]2CCN(C2)c2cc(Br)ccc2S1(=O)=O
76) COc1ccc2cc3cc(C(=O)NCc4ccco4)oc3nc2c1
77) CN1CCN(C(=O)C2=C[C@@H](C3CCCCC3)C[C@@H](OCCCCO)O2)CC1
78) COc1ccc2nc(N3CCN(C(=O)c4ccc([N+](=O)[O-])o4)CC3)sc2c1
79) COc1ccccc1NC(=O)COC(=O)c1ccc(S(=O)(=O)N2CCCCCC2)cc1
80) Cn1nnnc1SCC1=C(C(=O)O)N2C(=O)[C@@H](NC(=O)[C@H](O)c3ccccc3)[C@H]2SC1

Assay by compound	73	74	75	76	77	78	79	80
TAG inh	-2.1	-10.1	-20.7	21.0	13.6	10.8	-8.8	-0.3
TAG inh DAPI viability	7.9	-2.9	0.6	45.1	-2.7	-29.6	-4.1	6.1

81) COc1ccc(S(=O)(=O)N(C)CC(=O)N2CCCCCC2)cc1
82) CCOC(=O)CC1(C)NC(C(=O)O)C(C)(C)S1 (stereo not given)
83) CCNc1nc(NC(C)(C)C)nc(SCC(N)=O)n1
84) CSCCC(N=C(NS(=O)(=O)c1ccc(Br)cc1)c1ccccc1)C(=O)O (stereo not given)
85) COC(=O)C(C)Sc1nnc2n(-c3cccc(C)c3)c(=O)c3c4c(sc3n12)CCCC4 (stereo not given)
86) CCOc1cc(C(=O)NCC(C)(C)CNC(=O)c2cc(OCC)c(OCC)c(OCC)c2)cc(OCC)c1OCC
87) CCOc1ccc2[nH]c(=O)c(CN(CCO)C(=O)c3ccc(F)cc3)cc2c1
88) O=C(c1ccc(CS(=O)c2ccccc2Cl)o1)N1CCN(C2CCCCC2)CC1 (stereo not given)

Assay by compound	81	82	83	84	85	86	87	88
TAG inh	6.1	-8.6	0.3	1.3	-2.2	-3.2	1.6	5.5
TAG inh DAPI viability	-10.0	1.8	3.4	-1.3	-5.8	2.8	0.3	-9.3

89) CCOC(=O)c1cc(OCC(=O)NC(C)C(C)C)cc(C(=O)OCC)c1 (stereo not given)
90) Cn1nc(C(=O)N2CCCC2)c2ccccc2c1=O
91) O=C(Cn1ccc(C(F)(F)F)n1)N=Nc1c(O)[nH]c2ccc(Br)cc12
92) CC(=O)Nc1ccc(S(=O)(=O)Nc2nc3cc4c(cc3nc2Cl)OCCO4)cc1
93) O=C(COc1cccc(C(F)(F)F)c1)Nc1cccc(S(=O)(=O)NC2=NCCCCC2)c1

Assay by compound	89	90	91	92	93
TAG inh	34.1	-15.1	2.1	11.4	-19.5
TAG inh DAPI viability	-1.9	12.5	1.1	-5.0	0.5

# A portion of the library. The share of hits here may be higher or lower than overall.
